SENP8 block-1: SENP8 protease inhibition; 330,000 tested, 1.2% active; inhibition, % at 10 µM; Q96LD8; AID 2540; purified SENP8, Z-RLRGG-aminoluciferin cleavage, luminescence; in the data active = inhibition above about 50%
Target sequence (Q96LD8 whole entry, looked up): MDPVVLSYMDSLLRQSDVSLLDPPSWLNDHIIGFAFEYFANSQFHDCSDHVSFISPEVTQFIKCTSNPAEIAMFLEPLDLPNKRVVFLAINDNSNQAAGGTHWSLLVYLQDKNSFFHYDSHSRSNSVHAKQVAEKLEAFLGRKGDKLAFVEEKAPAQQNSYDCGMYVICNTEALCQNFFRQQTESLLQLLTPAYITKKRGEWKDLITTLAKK
SENP1 inh: SENP1 (human) catalytic domain inhibition. Q9P0U3. recombinant SENP1 catalytic domain, CyPet-SUMO1-YPet FRET cleavage. inhibition, % at 10 µM. 360,000 tested, 0.21% active;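 active = inhibition at least 30% at 10 µM, raw YFP signal under a set limit, fluorescence ratio 0.5 to 1.5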;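 also: 0% = enzyme with DMSO and 100% = no enzyme wells; some results filed as inactive read as strong as hits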
Target sequence (Q9P0U3 419-644 limits assumed): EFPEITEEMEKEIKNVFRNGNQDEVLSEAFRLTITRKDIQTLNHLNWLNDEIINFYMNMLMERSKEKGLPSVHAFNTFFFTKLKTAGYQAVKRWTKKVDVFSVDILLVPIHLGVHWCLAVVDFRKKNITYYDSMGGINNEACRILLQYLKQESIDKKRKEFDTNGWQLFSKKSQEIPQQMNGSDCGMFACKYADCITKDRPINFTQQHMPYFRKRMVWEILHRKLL
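Material: hSENP1 catalytic domain, recombinant; medium: Tris pH 8 with BME, BSA, NP40 and catalase; compound: single concentration of 10 µM compound, 0.5% DMSO final; technique: FRET read of cyan and yellow fluorescence; timing: 50 min enzyme reaction, room temperature, light-protected; reagent: SFCypet-SUMO1-SFYpet substrate at 25 nM; control set: no-enzyme low, enzyme-DMSO high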
SENP8 block-2: SENP8 (human) protease inhibition | Q96LD8 | 360,000 tested, 0.64% active | recombinant SENP8, Nedd8 substrate fluorescence | inhibition, % at 20 µM | AID 602440; in the data active = inhibition mostly above about 40%, no sharp cut-off; inactive = mostly below about 27%
SENP6 block: blocks the human protease SENP6. Q9GZR1. inhibition, % at 10 µM. 330,000 tested, 1.8% active. Recombinant SENP6 catalytic domain, aminoluciferin luminescence;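 active = inhibition above about 50% at the single tested dose, limit read from the data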;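 also: plate controls were DMSO wells with enzyme for no effect and DMSO wells lacking enzyme for full effect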
MIN6 prolif: inducers of beta-cell replication in MIN6 cells | AID 2380 | 330,000 tested, 0.29% active | proliferation, % at 10 µM | MIN6 cells proliferation, ATPlite luminescence, 48 h; cells starved in 0.2% serum; 100% = growth in 10% serum;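 active = compounds whose signal lies at least 3.5 SD above the mean of all wells on their plate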;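 also: 0% = DMSO-treated cells in low-serum medium and 100% = 10% serum control; some compounds called inactive have numbers as strong as hits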
SENP7 inh: blocks the human protease SENP7; Q9BQF6; recombinant SENP7, Z-RLRGG-aminoluciferin luminescence, 40 min; inhibition, % at 5 µM; 330,000 tested, 1.5% active; AID 434973;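 active = inhibition above about 50% at the single test dose, limit read from the data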;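 also: plate controls were DMSO with enzyme for no effect and no enzyme buffer wells for full effect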
Target sequence (Q9BQF6 706-1050 limits assumed): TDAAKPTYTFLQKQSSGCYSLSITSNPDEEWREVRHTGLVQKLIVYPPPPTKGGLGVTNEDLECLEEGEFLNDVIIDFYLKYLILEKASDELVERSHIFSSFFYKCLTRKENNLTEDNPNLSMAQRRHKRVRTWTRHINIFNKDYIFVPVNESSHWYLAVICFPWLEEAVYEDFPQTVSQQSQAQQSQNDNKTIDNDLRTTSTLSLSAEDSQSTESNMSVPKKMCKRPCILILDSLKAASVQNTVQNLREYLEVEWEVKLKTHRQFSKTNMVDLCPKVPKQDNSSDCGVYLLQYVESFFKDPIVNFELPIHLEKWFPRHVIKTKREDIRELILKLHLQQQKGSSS
PfG6PD inh: PfG6PD (Plasmodium falciparum) enzyme inhibition; PfGluPho enzyme, NADPH resazurin-diaphorase fluorescence; inhibition, % at 20 µM; 350,000 tested, 0.78% active; AID 504690;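 active = inhibition reaching at least a set limit at 20 µM in the primary screen, cut at about 59% in these data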;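 also: 0% = DMSO wells with substrate and 100% = DMSO wells lacking glucose-6-phosphate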
UBC13 polyUb: blocks human UBC13 polyubiquitin chain formation; AID 485273; 330,000 tested, 0.47% active; TR-FRET; inhibition, % at 20 µM; in the data active = inhibition above about 45%, passing the limit was not always enough
Target sequence (P61088 whole entry, looked up): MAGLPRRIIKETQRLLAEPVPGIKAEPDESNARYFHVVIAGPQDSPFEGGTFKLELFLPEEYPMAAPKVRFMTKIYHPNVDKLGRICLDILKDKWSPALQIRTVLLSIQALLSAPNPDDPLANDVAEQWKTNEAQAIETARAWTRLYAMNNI
HKDC1 inhibitor: inhibitors of human hexokinase HKDC1; Q2TB90; recombinant HKDC1, G6PDH/diaphorase resazurin coupled fluorescence; inhibition, % at 20 µM; 340,000 tested, 0.16% active; AID 493160;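 active = inhibition above about 35% when tested at 20 µM, limit read from the data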;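 also: plate controls were DMSO wells with enzyme for no effect and DMSO wells lacking enzyme for full effect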
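Test system: Recombinant HKDC1 (HK5) hexokinase enzyme, produced in-house | Input: HKDC1 at 5 µg/mL | Buffer or medium: Tris pH 8.0 buffer with MgCl2, Tween-20, BSA, BME | Schedule: 90 min reaction incubation at room temperature, dark | Technique: Resazurin-to-resorufin fluorescence via G6PDH and diaphorase coupling, 525/613 nm | Controls: DMSO wells with and without enzyme mix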
* = called active by the depositor; nt = not tested or not shown.

(1) Cn1c(SCC(=O)NCc2ccc3c(c2)OCO3)nc2scc(-c3cccs3)c2c1=O
(2) COc1ccc(Cn2c(S(=O)(=O)CC(N)=O)nc3ccccc32)cc1[N+](=O)[O-]
(3) Cc1cccc(N(Cc2cc3ccccc3[nH]c2=O)S(C)(=O)=O)c1
(4) CCOC(=O)C1CCN(S(=O)(=O)Cc2ccccc2)CC1
(5) CN(C)C(=S)N=Nc1[nH]c2ccccc2c1O
(6) CCSc1nnc2ccc(-c3ccc(C)cc3)nn12
(7) CC[C@@]12C(=O)N(c3ccccc3)C(=O)N1[C@H](c1ccc(OC)cc1)[C@@H]1C(=O)N(C(C)(C)C)C(=O)[C@@H]12
(8) O=C(CSc1ccc2nnc(-c3ccccn3)n2n1)Nc1nccs1
assay / entry	1	2	3	4	5	6	7	8
SENP8 block-1	-3	2	-6	-6	-4	-6	-6	7
SENP1 inh	-2	nt	0	0	nt	-7	1	-1
SENP8 block-2	-4	nt	-15	4	nt	-368	16	8
SENP6 block	13	-2	-10	-4	-8	7	-9	-12
MIN6 prolif	-1	-3	-3	0	-6	-5	-1	2
SENP7 inh	-6	-5	-6	-9	-10	9	-11	7
PfG6PD inh	-3	nt	10	-10	11	15	2	-6
UBC13 polyUb	-9	2	-11	-2	-44	8	4	-3
HKDC1 inhibitor	4	nt	-4	4	11	6	-5	-1

(9) O=C(c1ccc(CNc2c(N3CCCC3)c(=O)c2=O)cc1)N1CC=C(c2ccccc2)CC1
(10) CC1(C)CCC(=O)N2CC[C@H]3c4cc5ccccc5nc4C[C@@H]1[C@H]32
(11) CC1(C)CC(=O)C(C=NCc2cccnc2)=C(O)C1
(12) O=C(/C=C/c1ccncc1)c1ccc2c(c1)OCCO2
(13) CN(Cc1ccccc1)C(=O)COC(=O)/C=C/c1ccco1
(14) O=C(c1ccccc1)N1CCC(CC2CC(c3cccc(Br)c3)=NO2)(C(=O)NCC2CCCCC2)CC1 (stereo not given)
(15) COc1ccc(CN2CCNC(=O)C2CC(=O)NCc2cn3ccc(C)cc3n2)c(OC)c1 (stereo not given)
(16) Nc1nc(O)c(CC(=O)O)s1
assay / entry	9	10	11	12	13	14	15	16
SENP8 block-1	-11	nt	-1	-4	2	-11	-3	17
SENP1 inh	0	-1	0	2	-4	1	-43	2
SENP8 block-2	19	5	18	2	4	50*	-68	3
SENP6 block	0	nt	9	-7	-15	-19	8	4
MIN6 prolif	-1	nt	-2	-5	1	-7	-1	-2
SENP7 inh	6	nt	11	3	5	-10	-1	-3
PfG6PD inh	-3	-6	-2	7	11	2	1	-10
UBC13 polyUb	2	nt	-2	10	-2	2	7	3
HKDC1 inhibitor	-4	-3	-3	1	2	-1	2	-9

(17) Cc1cccc(/C=N/NC(=O)c2c(-c3ccccc3)noc2C)c1O
(18) CC#CC(=O)NCC1(N(C)Cc2ccccc2)Cc2ccccc2C1
(19) CN(CC(=O)Nc1cccc(C(F)(F)F)c1)C1=NS(=O)(=O)c2ccccc21
(20) O=C1CC[C@@H]2CC3(C[C@@H]4CCN1[C@H]24)Nc1ccccc1NC3=NC1CCCCC1 (stereo not given in full)
(21) Cc1ccsc1C(=O)N1CCCC(N2CCN(c3cccc(Cl)c3)CC2)C1 (stereo not given)
(22) Cc1cc(C)c(C(=O)N(CCN(C)C)CC2CCCN(Cc3ccccc3F)C2)o1 (stereo not given)
(23) N#C/C(=C\c1ccc(O)cc1)c1nc2ccccc2o1
(24) O=C(CN1C(=O)CSc2ccc(S(=O)(=O)N3CCOCC3)cc21)NCc1ccc(Cl)cc1
assay / entry	17	18	19	20	21	22	23	24
SENP8 block-1	-9	6	5	nt	3	-8	74*	0
SENP1 inh	-3	-2	-27	0	0	-4	-45	0
SENP8 block-2	3	5	-6	14	9	3	-83	8
SENP6 block	-7	-15	7	nt	2	-4	84*	-7
MIN6 prolif	-7	-4	-4	nt	2	-2	-2	-2
SENP7 inh	7	-12	-5	nt	9	-8	63*	2
PfG6PD inh	17	10	-4	-2	-21	-16	-22	-9
UBC13 polyUb	-11	-4	3	nt	-1	4	-137	2
HKDC1 inhibitor	-25	-1	-3	-6	-3	-4	2	-4

From compound 23 as far as 24, copied from above:
(23) N#C/C(=C\c1ccc(O)cc1)c1nc2ccccc2o1
(24) O=C(CN1C(=O)CSc2ccc(S(=O)(=O)N3CCOCC3)cc21)NCc1ccc(Cl)cc1
assay / entry	23	24
SENP8 block-1	74*	0
SENP1 inh	-45	0
SENP8 block-2	-83	8
SENP6 block	84*	-7
MIN6 prolif	-2	-2
SENP7 inh	63*	2
PfG6PD inh	-22	-9
UBC13 polyUb	-137	2
HKDC1 inhibitor	2	-4

Other compounds:
(25) COc1ccc(S(=O)(=O)N2CCc3ccccc3C2)cc1C(=O)O
(26) COc1ccc(OCCCC(=O)Nc2nc(C)c(C(C)=O)s2)cc1
(27) N#C/C(=C\c1cccc(O)c1)C(=O)Nc1ccc2c(c1)OCCO2
(28) Cc1nc2cc(C(F)(F)F)ccc2n1C1CCN(CC(=O)N2CCCC2)CC1
(29) O=C(Nc1cccc(C(=O)O)c1)/C(=C\c1ccc2c(c1)OCO2)NC(=O)c1ccccc1
(30) NS(=O)(=O)c1cccc(NC(=S)NCc2ccc3c(c2)OCO3)c1
(31) O=C(NN=C1CCCCCC1)c1c[nH]c2ccccc12
(32) CCCC/C(C)=N/NC(=O)NC1CCCCC1
assay / entry	25	26	27	28	29	30	31	32
SENP8 block-1	-6	3	4	0	6	-11	-6	1
SENP1 inh	1	0	0	-2	-14	2	3	1
SENP8 block-2	6	15	28	8	2	22	14	19
SENP6 block	-7	-3	37	-2	-12	-3	-2	7
MIN6 prolif	-2	-1	-2	-2	-1	2	-1	0
SENP7 inh	-9	12	11	1	2	-2	0	-5
PfG6PD inh	-5	12	20	-16	-10	0	0	-7
UBC13 polyUb	5	-9	0	-2	-9	-7	6	10
HKDC1 inhibitor	-2	-6	4	10	-17	-3	-6	-2

(33) Cc1cc(C)cc(NC(=O)CN2CCN(CCN=CC3=C(O)CC(c4ccc(Cl)cc4)CC3=O)CC2)c1 (stereo not given)
(34) CS(=O)(=O)N(CC(=O)Nc1ccccc1-c1ccccc1)c1cccc(F)c1
(35) O=C(NCCOCc1ccc(Cl)cc1)c1ncn[nH]1
(36) O=C(CN(Cc1ccccc1)C(=O)CNS(=O)(=O)c1ccc(Cl)cc1)NCC1CCCO1 (stereo not given)
(37) Cc1ccc2nc(N3CCN(S(=O)(=O)c4ccc5c(c4)OCCO5)CC3)c(C#N)cc2c1
(38) Cc1ccc(NC(=O)c2ccccc2N(C)S(C)(=O)=O)cc1C
(39) COc1cc(/C=C2\SC(=O)NC2=O)ccc1Oc1ccc([N+](=O)[O-])cc1[N+](=O)[O-]
(40) Cc1ccc(NC(=O)COc2ccccc2CNC(C)(C)CC(C)(C)C)cc1
assay / entry	33	34	35	36	37	38	39	40
SENP8 block-1	-4	-2	4	0	3	-8	-3	1
SENP1 inh	-5	3	-11	0	-133	1	4	-1
SENP8 block-2	9	13	12	-4	-303	19	17	17
SENP6 block	-5	-5	9	-14	20	-1	5	10
MIN6 prolif	0	3	1	0.0*	-1	2	-5	-6
SENP7 inh	3	1	-7	-3	2	-5	5	-2
PfG6PD inh	-10	20	4	8	-5	7	9	-4
UBC13 polyUb	17	-1	-9	5	28	-6	-15	26
HKDC1 inhibitor	2	-2	-8	-6	-1	-9	2	1

(41) Cc1ccc(Nc2cc(C)c3c(O)cccc3n2)cc1C
(42) O=C(CSCc1c(Cl)cccc1Cl)NCc1ccco1
(43) O=C1c2cc(F)ccc2OC2(CCNCC2)C12CC(c1ccccc1)=NO2 (stereo not given)
(44) O=c1cc(O)c(-c2ccc(Cl)cc2)c(Cl)[nH]1
(45) COc1ccc(NC(=O)C(NC(C)=O)C(=O)NCc2ccccc2Cl)cc1 (stereo not given)
(46) CCC(C)NC(=O)C1(O)c2cc(Br)ccc2NC(=O)N1c1cccc(OC)c1 (stereo not given)
(47) O=C(NCCc1ccccn1)c1cccnc1Oc1ccc(Cl)cc1
(48) COC(=O)c1cccc(S(=O)(=O)N2CCC(C)CC2)c1
assay / entry	41	42	43	44	45	46	47	48
SENP8 block-1	3	2	-24	2	5	7	8	7
SENP1 inh	-2	-2	-1	-1	3	1	-4	0
SENP8 block-2	-424	22	18	3	12	4	4	15
SENP6 block	33	-10	-10	-3	-10	-3	-5	-7
MIN6 prolif	-5	9.2*	-7	1	-1	-3	2	3
SENP7 inh	17	2	4	-4	1	5	4	5
PfG6PD inh	125*	-2	-9	-21	-13	-3	-4	-9
UBC13 polyUb	14	5	2	10	1	4	4	8
HKDC1 inhibitor	14	1	-1	-3	-1	-6	3	2

(49) COc1cc(OC)cc(-c2ncc3ccccn23)c1
(50) N/C(=N\OC(=O)c1ccccc1)c1ccn[nH]1
(51) Nc1ccc(Sc2ccc([N+](=O)[O-])cc2)cc1
(52) Cn1c(SCC(=O)NCC2CCCO2)nnc1-c1ccc(S(=O)(=O)N2CCCC2)cc1 (stereo not given)
(53) COc1ccc(/C=N/N2C(=O)C3C4C=CC(C4)C3C2=O)cc1[N+](=O)[O-] (stereo not given)
(54) COc1ccc(CCNC(=O)CSc2ccc(-c3ccco3)nn2)cc1OC
(55) Cc1ccc(C(=O)N2CCN(c3ncccn3)CC2)c(C)c1
(56) O=C(Nc1ccc(Cc2ccncc2)cc1)C1CCC(N2C(=O)C3CCCCC3C2=O)CC1 (stereo not given)
(57) NS(=O)(=O)c1cccc(NC(=O)c2cccc(N3C(=O)c4ccccc4C3=O)c2)c1
(58) COc1ccccc1-c1c(C(F)(F)F)oc2cc(OCC(=O)Nc3ccccc3C(F)(F)F)ccc2c1=O
(59) CC1=NN(c2ccccc2)C(=O)C1N=Nc1ccc(S(N)(=O)=O)cc1 (stereo not given)
assay / entry	49	50	51	52	53	54	55	56	57	58	59
SENP8 block-1	0	16	-5	3	-2	-4	-5	-6	-23	1	-8
SENP1 inh	4	4	2	0	0	1	0	1	3	1	6
SENP8 block-2	3	11	27	22	14	1	-12	12	6	29	52*
SENP6 block	-10	43	-8	-25	-4	-10	-23	3	-11	15	-57
MIN6 prolif	2	-6	-2	-2	-1	-4	0	1	-2	-1	-5
SENP7 inh	7	49	4	-1	7	-9	-10	-2	-6	-2	-5
PfG6PD inh	-9	2	18	-19	-3	-1	-4	-10	-3	6	-2
UBC13 polyUb	4	2	3	-5	-6	18	-1	4	-11	4	-10
HKDC1 inhibitor	6	-1	1	-12	0	-3	-7	13	-4	12	-2

Copied from the list.
For MIN6 prolif, `Nc1ccc(Sc2ccc([N+](=O)[O-])cc2)cc1` shows -2
For SENP8 block-1, `COc1ccccc1-c1c(C(F)(F)F)oc2cc(OCC(=O)Nc3ccccc3C(F)(F)F)ccc2c1=O` shows 1
For SENP7 inh, `COc1ccc(CCNC(=O)CSc2ccc(-c3ccco3)nn2)cc1OC` shows -9
For PfG6PD inh, `O=C(Nc1ccc(Cc2ccncc2)cc1)C1CCC(N2C(=O)C3CCCCC3C2=O)CC1` (stereo not given) shows -10
For SENP7 inh, `Cn1c(SCC(=O)NCC2CCCO2)nnc1-c1ccc(S(=O)(=O)N2CCCC2)cc1` (stereo not given) shows -1
For MIN6 prolif, `COc1ccc(/C=N/N2C(=O)C3C4C=CC(C4)C3C2=O)cc1[N+](=O)[O-]` (stereo not given) shows -1
